Screening data deposited in PubChem BioAssay by National Center for Advancing Translational Sciences (NCATS).
S3 lipid droplet – qHTS Assay for Lipid Storage Modulators in Drosophila S3 Cells. AID 2685. lipid storage change, negative = inhibition, % at the top dose, mostly 46.1 µM; hits show Potency in µM. Drosophila S3 cells, BODIPY lipid droplet fluorescence, 18-24 h; cells fed with added oleic acid. 0.64% of 320,000 active; active means well fitted inhibition curve with a large enough effect in the signal ratio, with a control signal flat, not every such curve was filed as active; inconclusive means small, poorly fitted or top-dose-only effect, or effect the other way, or a change in a side signal; the % refers to the signal ratio
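Drosophila S3 cells loaded with oleic acid (400 uM, as added) and compounds at several concentrations; lipid droplets imaged by 488-nm laser-scanning cytometry, 500–530 nm intensity and object ratio to cell channel. Percent activity normalized to 20 uM Triacsin C.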
S3 lipid droplet cell count max – second read-out of S3 lipid droplet, no call of its own (marks repeat the call); cell number change, %; measured here: cell count max response;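 cells counted by Cell Tracker Red CMTPX staining in the red channel; peak over a dose series mostly up to 46.1 µM; percent activity relative to internal control wells on each plate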
Numbers without * were called inactive; i = inactive; ? = inconclusive; . = not tested or not shown. On the % scale 0 is the no-effect control and ±100 the full control effect; potency means the concentration at half of the fitted maximal effect.

SMILES	S3 lipid droplet	S3 lipid droplet cell count max
CCN1CC2CCCC3(C1)C(=O)NC1(CCCCC1)N=C23 (stereo not given)	i	-2
COC(=O)c1sccc1NC(=S)Nc1ccc(F)cc1F	22%	-1
Fc1ccc(NC(=S)N2CCn3cccc3C2c2cccnc2)cc1 (stereo not given)	6%	-6
CC1CN(C(=O)c2c([N+](=O)[O-])cnn2C)CC(C)O1 (stereo not given)	?	.
CCCc1c(C)nc(N2CCN(c3ccccc3OC)CC2)[nH]c1=O	i	.
CCOc1cc(C(=O)N/N=C/C2CC=CCC2)cc(OCC)c1OCC (stereo not given)	17%	.
Cc1ccc(CN(C)C(=O)c2cccc(S(=O)(=O)N3CCN(Cc4ccccc4)CC3)c2)o1	?	.
CCOC(=O)C1CCN(C(=O)COc2ccc(Br)cc2Br)CC1	?	.
CCCc1nc(-c2ccccc2)c(-c2ccc(OC)c(OC)c2)c(=O)[nH]1	1%	-10
CCC12CN3CC(CC)(CN(C1)C3c1ccccc1Cl)C2O (stereo not given)	-20%	-9
O=C(COc1ccc(Cl)cc1)N/N=C/c1cccc2cccnc12	?	.
CCS(=O)(=O)N1CCCC(C(=O)NCCN(C)Cc2ccccc2)C1 (stereo not given)	6%	2
O=C(CN1C(=O)NC2(CCCC2)C1=O)N1CCN(S(=O)(=O)c2ccccc2)CC1	3%	-2
COCCN(C(=O)CNC(=O)c1ccco1)C(C(=O)NC1CCCC1)c1ccc(F)cc1 (stereo not given)	?	.
CC1=N/C(=C/c2ccc([N+](=O)[O-])cc2)C(=O)N1c1ccc(Cl)cc1Cl	?	.
COc1ccccc1N1CCN(S(=O)(=O)/C=C/c2ccccc2)CC1	?	.
CCOC(=O)/C=C1\SCC(=O)N1CC(=O)NC(C)c1ccc(F)cc1 (stereo not given)	?	.
Cc1cccc(NC(=O)CSc2nc3[nH]ncc3c(=O)[nH]2)c1	?	.
COc1cccc2cc(C(=O)NC3CC4CCC3C4)oc12 (stereo not given)	-6%	10
Cc1cc(C)n(Cc2ccccc2F)c(=O)c1C#N	7%	11
Cc1ccc2nc(-c3ccncc3)cc(-c3ccccc3)c2c1	i	-17
O=c1[nH][nH]c(=S)n1C1CCCCC1	?	.
CC1CCCN(C(=O)CNS(=O)(=O)c2cccs2)C1 (stereo not given)	?	.
COc1ccc(/C=N/OCc2nc3c4c(ncn3n2)Oc2ccc3ccccc3c2C4c2ccccc2)cc1 (stereo not given)	?	.
COCCN(C(=O)COC(=O)CCOc1ccccc1C)c1c(N)n(Cc2ccccc2)c(=O)[nH]c1=O	?	.
Oc1ccc(/C=N/Nc2ccnc3cc(Cl)ccc23)c(O)c1O	?	.
O=C(c1ccc(F)cc1)N1CCN2C(=O)c3ccccc3C12c1ccc(Cl)cc1 (stereo not given)	?	.
Cc1ccc(S(=O)(=O)c2cc3c(=O)n4ccccc4nc3n(CCc3ccccc3)c2=N)cc1	i	5
CC(C)(Oc1ccc(Cl)cc1)C(=O)NC1=NN(c2ccccc2)C(=O)C1	?	.
Clc1ccc(-n2nnnc2CN2CCOCC2)cc1	?	.
COc1ccc(NC(=O)C(C)Sc2nnc(C3CC3)n2C2CC2)cc1 (stereo not given)	1%	12
Cc1cccn2c(=O)nc(SCC(=O)c3ccccc3)nc12	?	.
COc1cc2c(cc1OC)C(C(=O)NCC1COc3ccccc3O1)C(c1cccnc1)N(C)C2=O (stereo not given)	?	.
CC1CN(C(=O)c2cccc(Oc3ccccc3)c2)CC(C)O1 (stereo not given)	?	.
CC(/C=C1\SC(=O)N(CCCC(=O)O)C1=O)=C\c1ccccc1	0%	7
O=C(CCC(=O)N1CCOc2ccccc21)NCc1ccccn1	28%	-14
CCN(CC(=O)Nc1c(F)cccc1F)C(=O)c1cc2c(cc1Cl)N1CCCCCC1=NS2(=O)=O	?	.
CC(=O)Nc1ccc(OC(=O)c2cccs2)cc1	?	.
O=C1CCC2(CC1)NC(=O)N(c1ccccc1)N2	15%	5
O=C(Nc1ccc(Cl)cc1)NC1CCCc2ccccc21 (stereo not given)	?	.
CCCCCCCCCCCCOC(=O)C[N+](C)(C)C	-5%	-12
Clc1cccc(Cl)c1-c1noc(-c2ccno2)n1	11%	-8
COc1ccc(N2CCCC2)c(NC(=O)c2ccc(Br)o2)c1	i	14
c1cnc(N2CCN(c3cnccn3)CC2)nc1	4%	10
Fc1ccc2nc(N3CCOCC3)sc2c1	?	.
O=C(CN1CCCC1)Nc1ccc(NC(=O)Nc2ccccc2Cl)cc1	i	.
COc1ccc2[nH]c3c(=O)n(CCc4ccccc4)cnc3c2c1	?	.
COc1ccc(C(=O)N/N=C(/C)c2ccc(N3CCCCC3)cc2)cc1	6%	15
COc1cc(OC)c(CN2CCCN(C)CC2)cc1Br	8%	16
O=C1CNC(=S)N1Cc1ccc(F)cc1	-15%	-9

(next part)
SMILES	S3 lipid droplet	S3 lipid droplet cell count max
COc1ccc(S(=O)(=O)CC(=O)c2cc3cccc(C)c3oc2=O)cc1	?	.
O=C(COC(=O)c1ccccc1)NCC1CCCO1 (stereo not given)	i	9
COC(=O)C1=C(COc2ccc(F)cc2)NC(=O)NC1c1ccc(C)cc1C (stereo not given)	?	.
CCOc1ccc(C(=O)Nc2ncccc2Cl)cc1	16%	0
CC(OC(=O)c1nsc(Cl)c1Cl)C(=O)NCc1cccs1 (stereo not given)	33µM*	2.7*
Cn1ncc([N+](=O)[O-])c1C(=O)NC1CCCCCC1	-11%	-6
Cc1nc(N2CCNCC2)c2c3c(sc2n1)CCCC3	i	2
O=Cc1c(NCCc2cccc(F)c2)c2ccccc2[nH]c1=O	i	21
Cc1cc(NC(=O)CSc2nnc(COc3ccccc3)n2Cc2ccco2)no1	?	.
O=C(Nc1ccccc1-c1ccccc1)NC1CC2CCCC(C1)N2CCc1ccccc1 (stereo not given)	?	.
Cc1ccc(-c2csc(CC(N)=O)n2)cc1	i	.
COc1ccc(OC)c(CNc2c(C=O)c(=O)[nH]c3ccccc23)c1	i	-23
O=C(c1ccco1)N1CCN(C(=O)C2CC(=O)N(c3ccccc3)C2)CC1 (stereo not given)	23%	-1
Cn1c(=O)c2c(nc(N3CCOCC3)n2CCCNC2=NCCCCC2)n(C)c1=O	?	.
Cc1cccc(S(=O)(=O)NC2CCCCCCC2)c1	?	.
COCCCNC(=S)NNC(=O)C1CC1c1ccc(C(C)(C)C)cc1 (stereo not given)	-3%	-5
CC(=O)c1cccc(NC(=O)CCS(=O)(=O)c2cccc3nsnc23)c1	?	.
CCOC(=O)C(C)(C)NS(=O)(=O)c1ccc(Cl)c([N+](=O)[O-])c1	21µM*	-25*
CC(C)Oc1ccc(C(=O)NC(=S)N2CCOCC2)cc1	9%	.
CCCc1nc2ccccc2c(C(=O)OC2CCOC2=O)c1CC (stereo not given)	19%	5
CNC(=O)/C(C#N)=C/c1c(N2CCN(c3ccccc3)CC2)nc2c(C)cccn2c1=O	-1%	3
Cc1ccc(C)c(NC(=O)Cc2ccc(S(=O)(=O)N3CCCCC3)s2)c1	14%	13
Cc1ccc(-c2noc(C3CCCN(C(=O)c4ccc(C(C)(C)C)cc4)C3)n2)o1 (stereo not given)	?	.
CCOC(=O)Cc1csc2nc(-c3ccccc3)nn12	?	.
COc1ccc(Nc2nc(N3CCOCC3)nc(N3CCOCC3)n2)cc1Cl	?	.
O=C(CSc1nc2c(sc3ccccc32)c(=O)n1CCCN1CCOCC1)NCC1CCCO1 (stereo not given)	-3%	-9
CC(=O)N/C(=C\c1ccc(F)cc1)C(=O)NC(Cc1c[nH]c2ccccc12)C(=O)O (stereo not given)	1%	.
CCC(=O)Nc1ccc(Oc2ccc(NC(=O)CC)c(NC(=O)CC)c2)cc1	3%	-13
O=C(CN1C(=O)NC2(CCCCC2)C1=O)Nc1cc(C(F)(F)F)ccc1N1CCCCC1	i	4
CN(C)/N=C/c1ccc(OC(=O)c2cccc([N+](=O)[O-])c2)cc1	12%	17
CCc1cc2c(=O)c(-c3ccc(F)cc3)c(C)oc2cc1OCC(=O)O	?	.
Cc1cccc(-n2cnc3c(sc4nc(N5CCOCC5)c5c(c43)CCCC5)c2=O)c1	?	.
COc1ccc(OCCCC(=O)OCC(=O)Nc2c(C)nn(-c3ccccc3)c2C)cc1	10%	11
Cc1ccc(CSc2ncnc3c2cnn3Cc2ccccc2)cc1	?	.
COc1ccc(NC(=O)CSc2nnnn2-c2ccccc2OC)c(OC)c1	?	.
COc1ccc(OCC(=O)NNC(=O)Nc2cccc(Cl)c2)cc1	?	.
Cc1c(C2C(C#N)=C(N)OC3=C2C(=O)CCC3)cnn1C (stereo not given)	2%	0
c1ccc(-c2nc(-c3ccc(-c4ccon4)s3)no2)cc1	4%	8
C/C(=N\Nc1ccc(S(=O)(=O)Nc2ccccc2)cc1[N+](=O)[O-])c1ccc(N2CCOCC2)cc1	?	.
COC(=O)c1cnn(C(=O)c2cc(OC)ccc2Br)c1N	?	.
CNc1oc(-c2ccccc2Cl)nc1C#N	22%	-18
CCOC(=O)c1ccc(N=C2SC(C(=O)NC)CC(=O)N2CCc2ccccc2)cc1 (stereo not given)	13%	0
O=c1[nH]c(/C=C\c2cccnc2)c([N+](=O)[O-])c(=O)[nH]1	5%	20
O=C(/C=C/c1ccco1)NCC1COc2ccccc2O1 (stereo not given)	?	.
O=C(COc1coc(CN2CCCc3ccccc32)cc1=O)Nc1cccc([N+](=O)[O-])c1	?	.
CCC1(c2ccc(OC)cc2)NC(=O)N(CC(=O)c2ccc3c(c2)OCCO3)C1=O (stereo not given)	16%	-8
Cc1cc(O)c(C=Nc2cccc(Cl)c2)c(=O)o1	8%	-9
CCN(CCn1cccn1)C(=O)CC1C(=O)NCCN1Cc1ccc(F)cc1 (stereo not given)	4%	3
O=C(NC1CCCC1)C1CCN(c2cnccn2)CC1	0%	-10
COC(=O)[C@H](C)NC(=O)Nc1ccccc1F	?	.

Part of the list above in order of count of non-hydrogen atoms, smallest number first.
SMILES	S3 lipid droplet	S3 lipid droplet cell count max
Cc1cc(O)c(C=Nc2cccc(Cl)c2)c(=O)o1	8%	-9
O=C(/C=C/c1ccco1)NCC1COc2ccccc2O1 (stereo not given)	?	.
CCC1(c2ccc(OC)cc2)NC(=O)N(CC(=O)c2ccc3c(c2)OCCO3)C1=O (stereo not given)	16%	-8

Remaining list, next part
SMILES	S3 lipid droplet	S3 lipid droplet cell count max
CC(C)Oc1cccc(C(=O)C2CCCN(C(=O)c3ccccn3)C2)c1 (stereo not given)	?	.
CCc1cc(C(=O)Nc2ccccc2N2CCOCC2)sc1C	1%	-15
O=C(O)C1Sc2[nH]c(=O)sc2C2c3ccc(O)cc3OC(=O)C12 (stereo not given)	?	.
CC1CCN(CCCNC(=O)c2ccc(CS(=O)(=O)Cc3ccc(Cl)cc3)o2)CC1	i	-11
COc1ccc(OC)c(/C=C/C(=O)OCC(=O)N2CCCC2)c1	?	.
Brc1ccc(-c2nc3ncccn3c2Nc2ccc3c(c2)OCCO3)o1	i	.
Fc1cc(F)cc(Nc2nc(Cl)nc(NC3CCCC3)n2)c1	?	.
Cc1ccc(N2CCN(CC(O)COc3cccc4ccccc34)CC2)cc1 (stereo not given)	?	.
COC(=O)c1ccc(C(=O)OC)c(NC(=O)C2CCCO2)c1 (stereo not given)	?	.
COc1cc(Cl)ccc1NC(=O)COc1ccccc1C(=O)NN	?	.
Cc1ccc(OCc2n[nH]c(=S)n2N)cc1C	0%	18
COCCCN1C2=C(C(=O)CC(C)(C)C2)C(c2ccc(OC)c(OC)c2)C2=C1CC(C)(C)CC2=O	i	14
COC(=O)c1ccccc1NC(=O)COC(=O)CSc1nnc(N)s1	-14%	-26
Cc1cc(N=Nc2ccc(Cl)cc2)cc(CN2CCOCC2)c1O	?	.
Cc1cc(C)nc(NC(=O)c2ccc(Br)s2)n1	?	.
O=S(=O)(c1ccccc1)c1ccc(N2CCCCCC2)cc1	?	.
Cc1[nH][nH]c(=O)c1C=NCc1ccc(Cl)cc1	-10%	19
CCOC(=O)Nc1ccc2c(c1)N(C(=O)CN1CCN(CCO)CC1)c1ccccc1CC2	?	.

In the list so far, 13 contain an NH in an aromatic ring.
SMILES	S3 lipid droplet	S3 lipid droplet cell count max
CCCc1c(C)nc(N2CCN(c3ccccc3OC)CC2)[nH]c1=O	i	.
CCCc1nc(-c2ccccc2)c(-c2ccc(OC)c(OC)c2)c(=O)[nH]1	1%	-10
Cc1cccc(NC(=O)CSc2nc3[nH]ncc3c(=O)[nH]2)c1	?	.
O=c1[nH][nH]c(=S)n1C1CCCCC1	?	.
COCCN(C(=O)COC(=O)CCOc1ccccc1C)c1c(N)n(Cc2ccccc2)c(=O)[nH]c1=O	?	.
COc1ccc2[nH]c3c(=O)n(CCc4ccccc4)cnc3c2c1	?	.
O=Cc1c(NCCc2cccc(F)c2)c2ccccc2[nH]c1=O	i	21
COc1ccc(OC)c(CNc2c(C=O)c(=O)[nH]c3ccccc23)c1	i	-23
CC(=O)N/C(=C\c1ccc(F)cc1)C(=O)NC(Cc1c[nH]c2ccccc12)C(=O)O (stereo not given)	1%	.
O=c1[nH]c(/C=C\c2cccnc2)c([N+](=O)[O-])c(=O)[nH]1	5%	20
O=C(O)C1Sc2[nH]c(=O)sc2C2c3ccc(O)cc3OC(=O)C12 (stereo not given)	?	.
Cc1ccc(OCc2n[nH]c(=S)n2N)cc1C	0%	18
Cc1[nH][nH]c(=O)c1C=NCc1ccc(Cl)cc1	-10%	19

The list is partial, so the mix of outcomes need not match the whole.
